# High-throughput results (PubChem BioAssay)
# HTR1E antagonist – blocks the human 5-HT1E serotonin receptor; CHO 5-HT1E Ga15 NFAT-bla reporter, FRET, antagonist; inhibition, % at 6 µM; AID 571; 65,000 tested, 0.99% active;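 active means inhibition above a set limit, the mean inhibition across every tested compound plus 3 SD, cut at about 29% in these data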;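 further: signal is the 460 over 535 nm emission ratio of beta-lactamase substrate; 0% = agonist plus DMSO wells and 100% = wells without agonist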
# Target sequence (P28566 whole entry, looked up): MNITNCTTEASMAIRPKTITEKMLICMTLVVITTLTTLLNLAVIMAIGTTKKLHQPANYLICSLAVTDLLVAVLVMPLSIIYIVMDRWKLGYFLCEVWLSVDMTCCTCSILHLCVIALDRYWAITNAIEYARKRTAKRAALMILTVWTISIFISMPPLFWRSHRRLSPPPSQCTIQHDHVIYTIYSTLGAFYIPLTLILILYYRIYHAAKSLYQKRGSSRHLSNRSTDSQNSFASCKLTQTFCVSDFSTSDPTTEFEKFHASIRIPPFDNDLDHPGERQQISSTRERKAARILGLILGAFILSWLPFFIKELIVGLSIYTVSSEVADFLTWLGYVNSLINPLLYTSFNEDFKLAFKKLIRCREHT
# 5HT1E ag – 5-HT1E (human) receptor agonism | CHO 5-HT1E Ga15 NFAT-bla reporter, FRET; 0% DMSO wells, 100% control agonist wells | AID 574 | P28566 | 65,000 tested, 0.69% active | activation, % at 6 µM;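 active means activation above a set limit, the screen-wide mean activation plus 3 SD, cut at about 8.5% in these data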;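 further: 100% = positive control agonist at 1 µM giving full maximal response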
# S1P1 ag-PAM – S1P1 (human) agonism or agonism potentiation. S1P1 CRE-bla cells, forskolin, beta-lactamase FRET, potentiator mode; S1P1 agonist co-added at EC20, 2 nM; 100% = saturating reference agonist, 0% = basal. activation, % at 9.5 µM. 56,000 tested, 0.57% active;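 active means activation above a cutoff set at the mean activation of all tested compounds plus 3 SD, cut at about 54% in these data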;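 further: forskolin at 4 µM as EC80 and the EC20 agonist is SEW2871; 100% = SEW2871 at its EC100 plus forskolin at EC80; some compounds past the cut are filed as inactive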
# M1 ag – M1 muscarinic receptor agonism | B-score at 10 µM | CHO-M1 cells, Fluo-4 calcium fluorescence, agonist mode; active compounds read high | 64,000 tested, 3% active | AID 626;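 active means fluorescence rise, raw or as B-score row- and column-corrected plate score, outside the 99.7% band of its plate's samples, either direction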
# HEK293 NFkB inh – lowers PMA/ionomycin-induced NF-kB signal in HEK293 cells. HEK-293 NF-kB luciferase reporter, luminescence. inhibition, % at 3 µM. 62,000 tested, 0.21% active. AID 465;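 active means inhibition above the mean of all tested compounds plus 3 SD, cut at about 40% in these data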;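 further: 0% = stimulated DMSO wells and 100% = 10 µM reference inhibitor 5653914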
#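 Material: HEK-293 cells with stable firefly luciferase reporter driven by four HIV NF-kB elements / Also added: PMA plus ionomycin mix as NF-kB-activating stimulus / Compound dosing: 3 µM once, 0.30% DMSO / Times: 1 h pretreatment, 16 h stimulation, 37 °C / Signal: luminescence / Evaluation: per-plate % inhibition versus controls / Benchmarks: DMSO and 10 µM reference inhibitor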
# M1 antag – M1 muscarinic receptor (rat) antagonism; B-score at 10 µM; CHO-M1 cells, Fluo-4 calcium, ACh EC80 antagonist mode; active compounds read low; AID 628; 64,000 tested, 3.4% active;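 active means calcium fluorescence response, raw or row-and-column corrected B-score, differing from the plate sample mean either way at a set confidence level, mostly lower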
# Target sequence (P08482 whole entry, looked up): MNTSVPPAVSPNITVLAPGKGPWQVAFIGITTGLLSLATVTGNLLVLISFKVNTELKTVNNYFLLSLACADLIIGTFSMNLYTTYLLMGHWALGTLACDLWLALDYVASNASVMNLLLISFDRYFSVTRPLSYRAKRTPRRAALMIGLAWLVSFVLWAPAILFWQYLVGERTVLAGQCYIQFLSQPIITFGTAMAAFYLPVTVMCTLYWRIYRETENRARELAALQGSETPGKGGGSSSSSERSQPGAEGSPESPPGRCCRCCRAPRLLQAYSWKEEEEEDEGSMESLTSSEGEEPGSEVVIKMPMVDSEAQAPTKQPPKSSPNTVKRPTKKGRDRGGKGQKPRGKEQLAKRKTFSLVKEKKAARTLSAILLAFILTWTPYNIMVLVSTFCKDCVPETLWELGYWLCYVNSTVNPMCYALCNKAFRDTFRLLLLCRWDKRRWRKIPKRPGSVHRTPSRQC
# S1P3 agonist – activates the human S1P3 receptor. activation, % at 4.5 µM. AID 373. 60,000 tested, 0.1% active. S1P3 NFAT-BLA reporter cells, agonism, FRET ratio; relative to 1 µM S1P, basal subtracted. Q99500;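 active means activation above the screen-wide mean plus 3 SD, cut at about 4.5% in these data, passing the limit was not always enough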; further: some compounds called inactive have numbers as strong as hits
#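 Measure – % activation relative to 1 µM S1P (100%), per plate · System – stable CHO line with human S1P3, Gα16, NFAT-BLA reporter · Timing – cells plated overnight, compound 4 h 37 °C, substrate 2 h RT · Technique – fluorescent BLA substrate, ex 405 nm, em 460/535 nm ratio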
# Jurkat viability – cytotoxicity toward Jurkat cells; inhibition, % at 4 µM; Jurkat E6.1 viability, ATP luminescence, 48 h; 56,000 tested, 1.2% active;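 active means inhibition above the mean inhibition of all tested compounds plus 3 SD, cut at about 28% in these data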
# Her2 expr inh – inhibitors of human Her2 kinase expression; AID 645; HER2 level % of control, % at 10 µM; P04626; 65,000 tested, 0.69% active; SKBR-3 HER2 protein level, AlphaScreen, 18-24 h; active compounds read low;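 active means HER2 level under 5% of the carrier-only control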;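 further: 100% = DMSO carrier and 0% = 500 nM PU-H71 HSP90 inhibitor; lower value means stronger loss of Her2 protein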
# * marks the source's active call; other numbers are inactive results; . = not tested or not shown.
SMILES,HTR1E antagonist,5HT1E ag,S1P1 ag-PAM,M1 ag,HEK293 NFkB inh,M1 antag,S1P3 agonist,Jurkat viability,Her2 expr inh
O=C(CCC1CCCC1)NCCCN1CCOCC1,1,-0.6,-2,.,9,.,-0.9,3,99
COCCn1c(SCC(=O)c2ccc3c(c2)OCCO3)nnc1-c1ccco1,-2,-0.3,-20,0.066,1,0.051,-0.4,-5,132
COCCCn1c(SCC(=O)NC2CCCC2)nnc1-c1ccco1,2,0.4,0,0.98,12,-0.17,-1.4,5,81
COc1cccc2[nH]c3c(N4CCCC(C)C4)ncnc3c12 (centres undefined),5,0.8,-4,-0.0094,-12,-1,-1.2,7,80
CCOc1ccc(-c2nnc(-c3cccnc3)o2)cc1OCC,18,0.2,89*,0.88,-5,-0.64,-1.0,7,86
COc1ccc(CNC(=O)COC(=O)c2n[nH]c3ccccc23)cc1,-9,-0.5,-11,-0.033,4,2.1,-1.0,2,97
CCCc1cc(=O)[nH]c(SCC(=O)Nc2cc3c(cc2C(C)=O)OCO3)n1,-7,-0.6,-9,0.11,15,0.67,-0.3,5,86
CCOc1ccc(N(CC(=O)NCc2ccccc2)S(C)(=O)=O)cc1,6,-0.6,-14,.,-6,.,-1.4,0,104
CC(C)C(c1nnnn1Cc1cccs1)N1CCN(C2CCCC2)CC1 (centres undefined),-2,1.1,2,-0.02,11,-0.4,0.4,-5,166
CCC(=O)Nc1c(OC(=O)CC)ccc2c(C)cc(=O)oc12,6,0.7,-4,-2.1,-3,0.047,0.0,-2,119
O=C(O)CSCC(=O)c1ccccc1,-10,0.2,-14,-0.42,15,0.68,-0.3,-8,98
CCC(=O)Nc1nc2ccccc2n1Cc1ccc(C)cc1,-8,0.2,-21,-0.24,7,-0.67,-0.7,76*,100
Cc1ccc(C(=O)NCc2cccs2)cc1S(=O)(=O)N1CCCCC1,1,1.9,2,-0.58,0,-0.35,-0.5,6,82
CCn1c(SCC(=O)Nc2ccccc2C(=O)OC)nc2c1c(=O)n(C)c(=O)n2C,-5,-0.1,-18,-0.58,13,1.5,-0.9,0,97
CC(=O)c1c(C)[nH]c(C(=O)COC(=O)CNS(=O)(=O)c2ccccc2)c1C,11,0.8,-10,-0.26,-1,-0.12,0.2,-6,95
CC1=C(C(=O)NC2CCCC(C)C2C)C2(CCCCC2)OC1=O (centres undefined),0,0.4,-20,-0.099,3,-0.37,0.5,-7,71
CC(C)N(Cc1nc(-c2ccccc2)no1)C(=O)CN(C)S(=O)(=O)c1ccccc1,-2,0.1,-11,0.98,14,0.28,-0.2,0,68
COc1cc(OC)cc(-c2cc3nc4c(c(N5CCN(c6ncccn6)CC5)n3n2)CCCC4)c1,10,0.3,-10,-0.033,19,-0.017,-0.2,-1,85
O=S1(=O)CCN2C(Cc3ccc(SC(F)F)cc3)=CSC2=N1,-2,-0.7,18,-0.52,12,0.13,-0.8,1,111
Cc1cc(C)nc(/N=C2/NC(=O)CS2)n1,6,-0.8,15,0.31,17,0.45,-1.2,-4,85
CC(c1ccccc1)n1cc(C(=O)NCc2ccccn2)nn1 (centres undefined),6,0.3,.,-0.026,6,-0.0038,.,.,62
CN(C)CCNc1ncnc2c1cnn2-c1ccc(Cl)cc1,-2,-0.5,-13,0.24,-19,-1,-0.1,-2,94
OCCN=C(c1ccccc1)C12CN3CN(CN(C3)C1)C2,-4,-0.1,7,-0.87,.,-2.4*,-2.3,.,111
CCOC(=O)N1CCN(CC(=O)c2c(C)[nH]c3ccccc23)CC1,-1,-0.6,.,0.043,12,-0.2,-0.8,-1,106
CCOC(=O)N1CCN(CC(O)c2ccc3c(c2)CCN3)CC1 (centres undefined),7,-0.5,2,0.0064,2,-0.035,0.0,0,128
CCn1c(SCC(=O)Nc2nonc2C)nnc1-c1ccco1,-1,1.0,-20,0.88,-3,-0.76,-1.1,-3,114
N#Cc1nc(-c2ccc(OCc3ccc(Cl)cc3)cc2)oc1N1CCC(C(N)=O)CC1,7,0.1,4,0.99,9,0.39,-0.8,-4,104
O=C(C1CCN(S(=O)(=O)c2cccc3cccnc23)CC1)N1CCN(c2ccccn2)CC1,-5,0.7,7,3.6,13,-1.1,0.0,0,86
CSc1nncc(-c2ccc(F)cc2)n1,1,0.6,0,0.79,12,2.6*,-1.5,2,98
CN(C)c1ccnc2sc3c(=O)n(Cc4ccccc4)cnc3c12,28,0.2,75*,0.78,24,-0.11,-1.9,15,57
C=CCNC(=O)c1ccccc1Cl,7,0.2,0,.,17,.,-0.8,2,86
CCOC(=O)CC(=O)CSc1nnc2sc3ccccc3n12,-5,0.9,-20,-0.15,.,-0.046,-1.7,.,146
COc1cccc(N(C(=O)CNC(=O)c2ccco2)C(C(=O)NC2CCCC2)c2ccncc2)c1 (centres undefined),-5,-1.9,-11,.,27,.,-1.7,6,108
CSC1=C(C#N)C(C)C2=C(CC(C)(C)CC2=O)N1 (centres undefined),0,0.5,-13,-0.75,-1,-0.043,-0.5,8,131
CCOC(=O)N1CCC(NC(=O)CNS(=O)(=O)c2ccc(Br)s2)CC1,1,0.3,-14,0.66,12,0.11,-0.6,19,93
CCOCC(=O)Nc1ccc2c(c1)OCCO2,-3,-0.9,-25,-0.31,9,-0.29,-1.2,3,109

# Some of the entries so far, bar-delimited:
Molecule | HTR1E antagonist | 5HT1E ag | S1P1 ag-PAM | M1 ag | HEK293 NFkB inh | M1 antag | S1P3 agonist | Jurkat viability | Her2 expr inh
O=C(CCC1CCCC1)NCCCN1CCOCC1 | 1 | -0.6 | -2 | . | 9 | . | -0.9 | 3 | 99
COCCn1c(SCC(=O)c2ccc3c(c2)OCCO3)nnc1-c1ccco1 | -2 | -0.3 | -20 | 0.066 | 1 | 0.051 | -0.4 | -5 | 132
COCCCn1c(SCC(=O)NC2CCCC2)nnc1-c1ccco1 | 2 | 0.4 | 0 | 0.98 | 12 | -0.17 | -1.4 | 5 | 81
COc1cccc2[nH]c3c(N4CCCC(C)C4)ncnc3c12 (centres undefined) | 5 | 0.8 | -4 | -0.0094 | -12 | -1 | -1.2 | 7 | 80

# The list goes on:
SMILES,HTR1E antagonist,5HT1E ag,S1P1 ag-PAM,M1 ag,HEK293 NFkB inh,M1 antag,S1P3 agonist,Jurkat viability,Her2 expr inh
Cc1cc(-c2cc(N)n(-c3ccccc3)n2)c(C)n1C1CCCC1,-1,0.5,8,-0.18,-4,-0.44,-1.2,2,57
O=C(CN(c1ccc2c(c1)OCCO2)S(=O)(=O)c1ccccc1)NCc1ccco1,-1,0.3,.,0.25,22,0.016,-0.2,0,118
CCOC(=O)c1c(C)oc2c1c(C=NCC1CCCO1)c(O)c1ccccc12 (centres undefined),31*,-0.3,1,2.9*,32,0.3,-1.3,-1,79
COc1ccc2[nH]c3nc(SCc4nnc(-c5ccccc5)o4)nnc3c2c1,11,-0.3,-12,0.039,7,-0.017,-0.6,3,119
COC(=O)c1ccsc1NC(=O)c1ccc2c(c1)OCCO2,7,-0.5,-10,1.4,12,0.28,-1.2,-2,51
CS(=O)(=O)N1CCN(c2nc(-c3ccc(F)cc3)cs2)CC1,1,-0.6,18,-0.6,6,0.019,-0.6,-4,101
O=C(c1ccco1)N1CCN(c2ccc(Cl)c(Cl)c2)CC1,9,0.7,37,2.7,7,-0.44,-1.6,-2,101
CC1=C(C(=O)OC2CCCCC2)C(c2ccc(C)o2)C2=C(CCCC2=O)N1 (centres undefined),30*,-0.1,14,-0.7,19,0.8,-2.2,7,64
CCCCCn1c(CN(C)Cc2ccccc2)nc2c1c(=O)n(C)c(=O)n2C,7,-0.3,-7,0.091,10,0.16,-0.3,17,91
CCOc1cc(N2CCOCC2)c(OCC)cc1NC(=O)c1cc(-c2ccco2)nc2ccccc12,50*,0.2,.,1.6,26,-0.18,.,.,23
O=C(NCC1CCCO1)c1cccs1 (centres undefined),4,-0.5,-29,-0.36,10,0.86,-0.4,-17,125
Cc1ccc(C)c(NC(=O)Cn2nc(C)c3ccccc3c2=O)c1,-4,-0.9,3,-1,7,0.0072,-1.3,0,82
CCc1c(C)nc(N)n2c(SCC(=O)Nc3ccccc3OC)nnc12,0,0.4,-11,-1.3,11,1.1,0.3,-1,87
CCN(CC)C(=O)C1CC(=O)N(c2ccc(F)c(Cl)c2)C1 (centres undefined),10,-0.5,2,0.061,10,-0.0064,-1.1,5,75
O=C(Cn1c(NCCO)nc2ccccc21)NCCc1ccccc1,-2,-0.6,-6,0.28,4,-0.076,2.2,1,94
NC(=O)c1cnn2c(C(F)(F)F)cc(-c3ccccc3)nc12,12,1.2,.,0.45,1,0.58,-0.8,-3,93
O=C(NCC1CCCO1)C1C2C=CC3(CN(Cc4cccs4)C(=O)C13)O2 (centres undefined),2,29*,-11,-0.19,6,-0.064,-0.8,3,92
COc1ccc(N2C(=O)CC(N3CCN(C4CCc5ccccc5C4)CC3)C2=O)cc1 (centres undefined),-8,-1.0,.,0.049,9,-2.3*,-0.6,0,115
COc1cccc(NC(=O)CSc2nnc(-c3cc(C)n(-c4ccccc4)c3C)o2)c1,6,-0.3,12,0.21,41*,-2.6*,1.5,3,61
O=C(Cn1ncnn1)OCc1ccccc1Cl,1,-0.6,.,0.064,6,-1.5,.,.,98
CCn1c(N2CCN(S(=O)(=O)c3ccccc3C(F)(F)F)CC2)nc2ccccc21,11,8.4,13,4.2,11,-1.5,-0.1,0,90
CCC(C)(CC(=O)N(C)CCC#N)c1ccccc1 (centres undefined),-2,-0.3,.,0.019,8,0.84,.,.,.
O=C(Nc1cccnc1)c1cc(-c2cccs2)on1,-6,0.4,-18,-0.59,4,0.47,-1.5,10,83
O=C(Cn1cc2c(n1)CCCCC2)N1CCc2ccccc21,-3,0.1,-22,0.96,18,0.41,-0.7,-6,90
CCOC(=O)c1cnc2c(C#N)c(C)nn2c1C,3,-0.2,-18,-0.74,10,-0.29,0.1,-1,81
O=C1Cn2c(nc3ccccc32)N1c1ccccc1F,7,-0.5,-3,0.23,12,-0.0029,-1.3,3,89
c1ccc(Cn2c(NCc3ccco3)nc3ccccc32)cc1,-2,-0.3,-2,-0.38,17,-0.78,-0.3,-4,33
CCOc1ccccc1NC(=O)c1cnc2n(c1=O)CCS2,8,0.4,-1,-0.4,6,-0.32,-0.8,7,118
O=C(NCCc1cccc(Cl)c1)c1cccnc1,11,-0.1,-4,11*,4,-4.4*,-1.7,-1,101
CNC(=O)N(O)C1N(C)C(=O)N(Cc2ccccc2)C1(C)C (centres undefined),-3,0.0,0,0.37,11,-0.33,-1.0,0,97
COc1ccc(OCC(=O)N2CCN(C(=O)Cc3ccccc3)CC2)cc1,-1,0.1,22,0.31,9,-0.025,-0.4,2,100
CCc1nc2oc(C(=O)c3ccccc3)c(N)c2c2c1COC(C)(C)C2,-2,0.8,-17,0.041,7,0.023,0.1,-8,106
COc1ccccc1N1CCN(C2=CC(=O)CCC2)CC1,0,32*,.,-0.49,-3,-0.61,.,.,85

# No enrichment for hits (roughly 9.2% active in at least one column).
